PolyA inhibitor – yeast polyadenylation inhibition | S. cerevisiae SKY197-pL101 polyadenylation reporter, beta-gal luminescence; efflux-impaired pdr1/pdr3 knockout yeast; score 100 = 6 SD above DMSO | calls only at 12 µM | 300,000 compounds, 0.02% hits | AID 1875;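 active = lowest replicate activity score at least 50, where 100 means six control SD above control mean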;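 also: yeast exposed to compound for 9 h at 30 °C; higher score means more reporter readthrough which indicates perturbed polyadenylation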
TRPC4 agonist – opens the mouse TRPC4 cation channel; 310,000 compounds, 0.49% hits; Q9QUQ5; HEK293 TRPC4beta/mu-opioid, Fluo4 calcium fluorescence; stronger effect = higher value; B-score at 10 µM; AID 2237;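 active = B-score above 5 SD of library B-scores, and initial fluorescence ratio not above library mean plus 5 SD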;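 also: positive B-score marks a calcium rise read as TRPC4 activation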
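Assay system: HEK293 stable line with TRPC4beta plus mu-opioid receptor; schedule: 45 min room-temperature Fluo4 loading, 110 s read; technique: kinetic Fluo4 calcium fluorescence; evaluation: integrated baseline-normalised fluorescence ratio, converted to per-well B score; controls: buffer (low) and maximal DAMGO (high)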
KCNQ1 act – potentiators or activators of human KCNQ1 potassium channel | P51787 | CHO-K1 KCNQ1, thallium flux FluxOR fluorescence; stronger effect = higher value | B-score at 10 µM | 310,000 compounds, 0.35% hits | AID 2648;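 active = fluorescence ratio B-score, a plate-corrected score, at least three library SD, with initial intensity B-score within 5 SD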
Target sequence (P51787 whole entry, looked up): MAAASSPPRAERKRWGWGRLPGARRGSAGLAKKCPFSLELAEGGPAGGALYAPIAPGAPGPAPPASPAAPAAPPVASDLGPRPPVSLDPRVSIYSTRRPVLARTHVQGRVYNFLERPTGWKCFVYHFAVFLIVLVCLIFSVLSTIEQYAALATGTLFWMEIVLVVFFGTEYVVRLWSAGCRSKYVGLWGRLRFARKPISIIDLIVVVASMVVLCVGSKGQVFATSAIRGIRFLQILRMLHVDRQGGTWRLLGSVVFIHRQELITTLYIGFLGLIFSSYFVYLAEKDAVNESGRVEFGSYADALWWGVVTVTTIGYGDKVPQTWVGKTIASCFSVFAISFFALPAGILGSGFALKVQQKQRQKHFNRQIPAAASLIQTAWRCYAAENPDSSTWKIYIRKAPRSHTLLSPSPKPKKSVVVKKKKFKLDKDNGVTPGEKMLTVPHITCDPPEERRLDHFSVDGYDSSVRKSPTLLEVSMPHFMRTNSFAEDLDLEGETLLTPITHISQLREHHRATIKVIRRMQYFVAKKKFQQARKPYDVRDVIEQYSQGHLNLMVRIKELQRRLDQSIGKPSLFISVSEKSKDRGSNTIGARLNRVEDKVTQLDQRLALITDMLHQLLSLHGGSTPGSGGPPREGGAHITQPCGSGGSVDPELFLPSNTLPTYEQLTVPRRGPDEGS
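Material: CHO-K1 cells stably expressing KCNQ1. Medium: assay buffer for compound exposure, DMSO matched across wells. Reagent: K+/Tl+ depolarizing stimulus. Compound dosing: single-concentration screen. Times: 37 °C overnight plating, 90-min dark dye load, 20-min compound pretreatment. Technique: FluxOR Tl+ flux fluorescence.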
KCNK3 block – human KCNK3 channel inhibition, primary screen. O14649. CHO-KCNK3 thallium flux, FluxOR fluorescence; stronger effect = lower value. B-score at 10 µM. 340,000 compounds, 0.84% hits;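 active = B-score under library mean minus 4 SD, starting fluorescence ratio at most library mean plus 5 SD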;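 also: more negative B-score means stronger inhibition of thallium flux through KCNK3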
Target sequence (O14649 whole entry, looked up): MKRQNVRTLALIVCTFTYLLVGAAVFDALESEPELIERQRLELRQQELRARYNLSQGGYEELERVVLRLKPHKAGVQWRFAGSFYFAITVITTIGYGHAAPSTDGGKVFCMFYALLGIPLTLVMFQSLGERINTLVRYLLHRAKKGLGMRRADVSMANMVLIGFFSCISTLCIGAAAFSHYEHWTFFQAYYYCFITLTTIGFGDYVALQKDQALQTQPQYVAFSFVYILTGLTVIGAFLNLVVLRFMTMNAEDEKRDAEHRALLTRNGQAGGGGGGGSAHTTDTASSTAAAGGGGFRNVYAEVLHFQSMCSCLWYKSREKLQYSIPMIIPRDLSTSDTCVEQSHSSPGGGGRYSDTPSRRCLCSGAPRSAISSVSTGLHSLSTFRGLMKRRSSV
TRPC4 block – TRPC4 (mouse) channel inhibition | B-score at 10 µM | AID 2247 | Q9QUQ5 | 300,000 compounds, 0.39% hits | HEK293 TRPC4beta/mu-opioid, DAMGO-evoked Fluo4 calcium flux; stronger effect = lower value;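 active = B-score over 3 SD under the library average, no early fluorescence shift, positive overall ratio signal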
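Assay system – HEK293 line stably carrying TRPC4beta and mu-opioid receptor · Doses – single dose · Detection – Fluo4 calcium-dye fluorescence, kinetic read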
hERG protect – hERG (human) protection from proarrhythmic block. Q12809. CHO-hERG, FluxOR thallium flux, dofetilide IC70 present. activation (rescue from dofetilide block), less the hit threshold, % at 10 µM. 310,000 compounds, 0.51% hits;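 active = activation above the mean of controls blocked by dofetilide plus 5 SD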;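 also: thallium influx through hERG after potassium depolarization seen as dye fluorescence rise; in these data hits start at about 4.7%; inactives centre near -7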
TRPC4 potent – allosteric potentiators of mouse TRPC4 channel; Q9QUQ5; HEK293 TRPC4beta/mu-opioid, DAMGO EC20, Fluo-4 Ca2+ flux; stronger effect = higher value; B-score at 10 µM; 310,000 compounds, 0.42% hits; AID 2227;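 active = B-score of calcium response area above 5 SD of library B-scores, with initial fluorescence ratio within 5 SD of library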;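 also: B-score of integrated fluorescence ratio over time as area under calcium response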
Dyrk1A ADPGlo – blocks rat Dyrk1A kinase activity. ADP-Glo luminescence, NFATc1 peptide. AID 504441. 310,000 compounds, 0.43% hits. inhibition, % at 12.5 µM. Q63470; in the data active = inhibition above about 50%;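 also: plate controls were vehicle with enzyme for no effect and no enzyme for full effect; many of its hits are not listed in these tables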
KCNK9 block – human KCNK9 channel inhibition. Q9NPC2. HEK293 KCNK9, FluxOR thallium flux fluorescence; stronger effect = lower value. B-score at 10 µM. 310,000 compounds, 1.2% hits;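 active = ratio B-score over 3 SD below the library mean, with starting fluorescence within 5 SD of its mean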;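 also: negative B-score means less thallium flux so channel inhibition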
Platelet DG rel – modulates dense granule release in human platelets; AID 1663; inhibition, %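 (compounds screened at 7.5 µM in platelet-rich plasma)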; 300,000 compounds, 0.22% hits; human platelet-rich plasma, SFLLRN dense granule ATP release, luminescence;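 active = mean replicate score, as percent of positive control, at or above 50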
KCNQ1 block – blocks the human KCNQ1 potassium channel; CHO-K1 KCNQ1, FluxOR thallium flux fluorescence; stronger effect = higher value; B-score at 10 µM; 310,000 compounds, 1.3% hits; AID 2642;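 active = compounds whose thallium flux B-score, printed positive for inhibition, exceeds three library SD while starting fluorescence stays within three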;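 also: channel opened by potassium depolarization with thallium stimulus after 20 min compound exposure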
* marks the source's active call; other numbers are inactive results; i = inactive; . = not tested or not shown.

structure	PolyA inhibitor	TRPC4 agonist	KCNQ1 act	KCNK3 block	TRPC4 block	hERG protect	TRPC4 potent	Dyrk1A ADPGlo	KCNK9 block	Platelet DG rel	KCNQ1 block
O=C(NCc1ccco1)c1cccn2c(=O)c3sccc3nc12	i	i	i	i	i	-14	i	27	i	-3	i
OCCNc1ncnc2c1cnn2Cc1ccccc1	i	i	i	i	i	-8	i	4	i	5	i
Cc1csc(NC(=O)c2cccnc2)n1	i	i	i	i	i	0	i	17	i	6	i
CC(C)(C)NC(=O)C(c1ccccn1)N(C(=O)C1CSC(=O)C1)c1ccccc1F (configuration not stated)	i	i	i	i	i	-6	i	0	i	-3	i
Cc1ccc(C(=O)N2CCCCC2)cc1S(=O)(=O)N1CCOCC1	i	i	i	i	i	-9	i	6	i	1	i
C[N+](C)(C)C[C@H](O)CC(=O)O	i	i	i	i	i	-3	i	7	i	2	i
CCOC(=O)c1c(S(=O)(=O)N2CCC(C)CC2)c(C)n(C)c1C	i	i	i	i	i	-6	i	-2	i	-4	i
Cc1ccccc1CN1C[C@@H]2C[C@@H](c3cn(C)nc3-c3ccccc3)N3CCC[C@@]23C1=O	i	i	i	i	i	-13	i	-2	i	-2	i
CCC(=O)c1cc(F)ccc1OCC(=O)N1CCN(c2ccc(F)cc2)CC1	i	i	i	i	i	-13	i	.	i	9	i
CCC(C)NC(=O)CSc1ncccc1C(=O)O (configuration not stated)	i	i	i	i	i	2	i	.	i	3	i
Cc1ccnc(NC(=O)/C=C/c2cccs2)c1	i	i	i	i	i	-9	i	25	i	7	i
CCN(CC(=O)Nc1ccc(NC(C)=O)cc1)C(=O)/C=C/c1ccccc1	i	i	i	i	i	-16	i	-1	i	6	i
N#Cc1ccc(NC(=O)CN2C(=O)NC3(CCCC3)C2=O)cc1	i	i	i	i	i	-4	i	-17	i	-6	i
Cn1cnc(C(F)(F)F)c1-c1ccc([N+](=O)[O-])cc1	i	i	i	i	i	-2	i	3	i	2	i
Cc1nc2cc3nc(C(F)(F)F)[nH]c3cc2[nH]1	i	i	i	i	i	-3	i	6	i	-8	i
O=C(NC1CCCCC1)c1cc(S(=O)(=O)N2CCOCC2)c(Cl)cc1Cl	i	i	i	i	i	-4	i	2	i	9	i
CS(=O)(=O)N1CCN(c2ccc(NC(=O)COc3ccccc3[N+](=O)[O-])cc2)CC1	i	i	i	i	i	-9	i	-10	i	4	i
CC(C)N(Cc1nc(-c2ccccc2)no1)C(=O)CN(C)S(=O)(=O)c1ccc(Br)cc1	.	i	i	i	i	-7	i	3	i	12	i
Cc1c(C(=O)N2CCCCC2)c(S(=O)(=O)N2CCN(c3ccc(Cl)cc3)CC2)c(C)n1C	i	i	i	i	i	-11	i	-5	i	0	i
CCN(C(=O)CSc1nc2ccc([N+](=O)[O-])cc2s1)C1CCS(=O)(=O)C1 (configuration not stated)	i	i	i	i	i	-4	i	.	i	0	i

Later entries
structure	PolyA inhibitor	TRPC4 agonist	KCNQ1 act	KCNK3 block	TRPC4 block	hERG protect	TRPC4 potent	Dyrk1A ADPGlo	KCNK9 block	Platelet DG rel	KCNQ1 block
CC(C)Oc1cccc(C(=O)Nc2ccc(N3CCN(C)CC3)cc2)c1	i	i	i	i	i	-7	i	.	i	11	i
O=C(NCc1ccccc1)C1CCC(=O)N(CCCN2CCCC2=O)C1 (configuration not stated)	i	i	i	i	i	-8	i	1	i	-6	i
CCOc1cc2[nH]c(=S)n(Cc3ccc(C(=O)NCC(OC)OC)cc3)c(=O)c2cc1OCC	i	i	i	i	i	-10	i	-1	i	10	i
CCOc1ccc(CN2CCC(n3nccc3NC(=O)CCCc3ccccc3)CC2)cc1	i	i	i	i	i	-13	i	1	i	-9	i
CC[C@@H](C)[C@H](NC(=O)OCc1ccccc1)c1nnc([C@@H](NC(=O)OCc2ccccc2)[C@@H](C)CC)o1	i	i	i	i	i	-8	i	4	i	3	i
Cc1ccc(C(=O)CCNc2ccc(F)c(Cl)c2)o1	i	i	i	i	i	-14	i	-6	i	0	i
C=CCNc1nc(Cl)nc(Nc2cc(Cl)ccc2OC)n1	i	i	i	i	i	-6	i	-6	i	0	i
CCC1CCCCN1CCCNC(=O)C1CCN(S(=O)(=O)N2CCC3(CC2)OCCO3)CC1 (configuration not stated)	i	i	i	i	i	-4	i	-9	i	-11	i
S=C(c1cn(Cc2ccccc2)c2ccccc12)N1CCOCC1	i	i	i	i	i	-2	i	-5	i	-1	i
O=S(=O)(NC1CC1)c1ccc(S(=O)(=O)N2CCC3(CC2)OCCO3)cc1	i	i	i	i	i	-9	i	.	i	-1	i
Cc1nn(C(=O)c2ccco2)c(C)c1CN1C(=O)c2ccccc2C1=O	i	i	i	i	i	1	i	-2	i	2	i
Cc1cc2cc(C#N)c(NCCNC(=S)NCCCN3CCOCC3)nc2cc1C	i	i	i	i	-6*	-10	i	1	i	-4	i
COc1cc(C(Nc2ccc(S(=O)(=O)NCC3CCCO3)cc2)C(=O)NC(C)(C)C)cc(OC)c1OC (configuration not stated)	.	i	i	i	i	-6	i	-6	i	-2	i
COc1c2c(nc3occc13)C(CC=C(C)C)(OC)C(O)CC2 (configuration not stated)	i	i	i	i	i	-1	i	-11	i	0	i
O=C(Nc1cccc(-c2csc(Nc3ccccc3)n2)c1)c1cc([N+](=O)[O-])cc(C(F)(F)F)c1	i	i	i	i	i	-4	i	-4	i	-1	i
CC(=O)N1CCN(C(=S)c2cccc([N+](=O)[O-])c2)CC1	i	i	i	i	i	-6	i	0	i	-5	i
Cc1ccc(O)c(NC(=O)c2cc(-c3ccco3)on2)c1	i	i	i	i	i	0	i	1	i	10	i
COc1cc(/C=N\NC(=O)c2ccc(C)nc2)ccc1OC(=O)c1cccc(F)c1	i	i	i	i	i	-9	i	1	i	-9	i
CCOC(=S)N/C(=N\S(C)(=O)=O)c1ccccc1	i	i	i	i	i	-9	i	4	i	23	i
Cc1cc(-c2cc(-c3ccccc3)on2)nc(NCC2CC2)n1	i	i	i	i	i	-5	i	6	i	-2	i

(next part)
structure	PolyA inhibitor	TRPC4 agonist	KCNQ1 act	KCNK3 block	TRPC4 block	hERG protect	TRPC4 potent	Dyrk1A ADPGlo	KCNK9 block	Platelet DG rel	KCNQ1 block
CCN(c1ccccc1)S(=O)(=O)c1ccc(C(=O)N(C)CCc2ccc(OC)c(OC)c2)cc1	i	i	i	i	i	-7	i	-6	i	5	i
CCOC(=O)C1(Cc2ccccc2C)CCCN(C(=O)c2ccc(OC)o2)C1 (configuration not stated)	i	i	i	i	i	-3	i	1	i	9	i
Cc1ccc(C)c(OCCCC(=O)O)c1	i	i	i	i	i	-7	i	0	i	-2	i
COc1ccc2cc(CCNC(=O)C(C)C)c(=O)[nH]c2c1	i	i	i	i	i	-14	i	8	i	-9	i
CN(C(=O)/C(N=Nc1cccc(C(F)(F)F)c1)=C(\O)C(F)(F)F)c1ccccc1	i	i	i	i	i	-24	i	3	i	4	6*
CC(C)N(C(=O)C1CC(=O)OC12CCCCC2)C(C)C (configuration not stated)	i	i	i	i	i	-16	i	0	i	16	i
Oc1ccc(/C=N/Nc2cc(N3CCOCC3)nc(N3CCOCC3)n2)cc1	i	i	i	i	i	-10	i	19	i	12	i
O=C(CSc1nnc(SCc2ccc(Cl)cc2)s1)N/N=C/c1ccccc1Cl	i	i	i	i	i	-12	i	-2	i	-6	i
CCOC(=O)C1CCCN(Cc2ccccc2F)C1 (configuration not stated)	i	i	i	i	i	-13	i	1	i	-7	i
COc1cc(C(=O)OCC(=O)N2CCCC2)cc(OC)c1OC	i	i	i	i	i	-4	i	-2	i	-1	i
CCOc1cc(C2C(C(C)=O)=C(O)C(=O)N2CCc2c[nH]c3ccccc23)ccc1O (configuration not stated)	i	i	i	i	i	-6	i	10	i	-7	i
Cc1ccc2cc(CCNC(=O)C3CCCCC3)c(=O)[nH]c2c1C	i	i	i	i	i	-5	i	2	i	-21	i
CC1([N+](=O)[O-])COC2(OC1)C(=O)Nc1ccccc12 (configuration not stated)	i	i	i	i	i	-2	i	10	i	-2	i
Cc1ccnc2nc(C(=O)Nc3nc(-c4ccccn4)cs3)nn12	i	i	i	i	i	-22	i	0	i	1	i
COC(=O)c1c(-c2c(Cl)cccc2Cl)noc1NC(=O)N(C)C	i	i	i	i	i	-6	i	0	i	4	i
Cc1cccc(C)c1OCc1cc(C(=O)N(C)Cc2cc(C3CC3)n[nH]2)no1	i	i	i	i	i	-17	i	8	i	5	i
CCOc1ccccc1N1CCN(C(=O)c2ccc3[nH]c(C)c(C)c3c2)CC1	i	i	i	i	i	-16	i	-6	i	4	i
CN(CC(=O)Nc1ccc(F)cc1)C(=O)COC(=O)CCN1C(=O)C2CC=CCC2C1=O (configuration not stated)	i	i	i	i	i	-7	i	-7	i	-13	i
COc1ccc2c(c1)CCc1c(C(=O)Nc3ccc(OC)c(OC)c3)noc1-2	i	i	i	i	.	-9	i	0	i	-2	i
CCCc1nn2c(=O)cc(CSCC(=O)Nc3ccccc3)nc2s1	i	i	i	i	i	-5	i	-6	i	10	i

(more compounds)
structure	PolyA inhibitor	TRPC4 agonist	KCNQ1 act	KCNK3 block	TRPC4 block	hERG protect	TRPC4 potent	Dyrk1A ADPGlo	KCNK9 block	Platelet DG rel	KCNQ1 block
CC(C)CCNC(=O)c1cccnc1Sc1ccccc1	i	i	i	i	i	2	i	-1	i	3	i
COc1ccc(NC(C)=O)cc1S(=O)(=O)N1CCc2ccccc21	i	i	i	i	i	-9	i	3	i	4	i
Cc1cc(C)c2oc(-c3cccc(N)c3)nc2c1	i	i	i	i	i	-8	i	6	i	-8	i
CCCn1nnnc1SCC(=O)c1ccc2c(c1)OCCO2	i	i	i	i	i	-7	i	-3	i	3	i
CCOc1ccccc1NC(=O)C1CCN(c2nc(-c3ccc(OC)cc3)no2)CC1	i	i	i	i	i	-5	i	5	i	-2	i
COc1ccc2[nH]c(=O)c(CN(Cc3ccco3)C(c3nnnn3Cc3ccccc3)C(C)C)cc2c1 (configuration not stated)	i	i	i	i	i	-9	i	5	i	-2	7*
N#Cc1ccc(/C=N/NC(=S)Nc2ccc(S(=O)(=O)N3CCOCC3)cc2)cc1	i	i	i	i	i	-9	i	0	i	5	i

Source: PubChem (several laboratories)

A portion of the library; rates above refer to the full screens.
